G9a inh – inhibitors of human histone lysine methyltransferase G9a; Potency, µM (top dose mostly 102 µM), without a hit: at the highest dose activity, negative = inhibition, hits mostly inhibitors; G9a H3K9 monomethylation, AlphaScreen, 2 h; actives 8.8% (n = 350,000); further: on the % scale 0 is the no-effect control and ±100 the full control effect; nearly all actives have a fitted effect of over 75% in size
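Quantitative HTS format: methyltransferase activity on a biotin-tagged H3K9 peptide is measured by AlphaScreen, using a rabbit anti-monomethyl-H3K9 antibody with streptavidin donor and anti-IgG acceptor beads. Final levels are 20 nM enzyme, 500 nM peptide, 20 uM SAM; 2 h RT.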
Apoferritin bind – binds horse apoferritin like a general anesthetic. Potency, µM (series often up to 77.5 µM), for the others: at the top dose activity change, negative = displacement, most hits filed as inhibitors. actives 0.074% (n = 350,000). apoferritin/1-aminoanthracene competitive binding, fluorescence; further: on the % scale 0 is the no-effect control and ±100 the full control effect; nearly all actives have a fitted effect of over 20% in size
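In PBS, apoferritin at 10 uM is loaded with 1-AMA from a 50% saturated solution. After 10 min of compound exposure at ambient temperature, reduced 535 nm fluorescence indicates probe displacement.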
BLM helicase inh – inhibitors of human Bloom syndrome helicase BLM | Potency, µM (highest dose often 56.1 µM), for inactives: at the top dose activity change, negative = inhibition, most hits filed as inhibitors | recombinant BLM DNA unwinding, fluorescence dequenching | P54132 | actives 0.2% (n = 350,000);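 further: plate controls were vehicle for no effect and no enzyme for full effect; nearly all actives have a fitted effect of over 35% in size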
POLH inh – DNA polymerase eta (human) inhibition; Potency, µM (series often up to 114 µM), without a hit: at the top dose activity change, negative = inhibition, most hits filed as inhibitors; Q9Y253; actives 1.2% (n = 390,000); recombinant Pol eta, fluorescent DNA replication assay; further: on the % scale 0 is the no-effect control and ±100 the full control effect
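Pol eta (10 nM) was preincubated with compounds for 15 min at room temperature, after which fluorescent replication substrate (50 nM final) was added to start the reaction. Fluorescence was read kinetically at 0 and 10 min.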
POLK inh – DNA polymerase kappa (human) inhibition; Q9UBT6; purified Pol kappa, fluorescent DNA synthesis assay, 10 min; Potency, µM (doses to about 107 µM), for the others: at the top dose activity, negative = inhibition, hits mostly inhibitors; actives 0.53% (n = 400,000); AID 588579; further: on the % scale 0 is the no-effect control and ±100 the full control effect
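10 nM Pol kappa preincubated 15 min at room temperature with compounds, then reaction started with substrate at 50 nM final. Fluorescence read kinetically at 0 and 10 min; buffer-only wells served as negative control.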
Pol beta inh – DNA polymerase beta (human) inhibition; Potency, µM (series often up to 114 µM), without a hit: at the highest dose activity change, negative = inhibition, actives largely listed as inhibitors; P06746; actives 1.3% (n = 340,000); Pol beta primer extension/strand displacement, fluorescence kinetic; further: on the % scale 0 is the no-effect control and ±100 the full control effect
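Human Pol beta at 10 nM; strand-displacement substrate 50 nM final. Compound exposure 15 min at room temperature before start, reaction 10 min at room temperature.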
APEX1 inh – inhibitors of human APE1 endonuclease; P27695; recombinant APE1, TAMRA/BHQ-2 abasic DNA cleavage fluorescence; Potency, µM (highest dose often 65.8 µM), for the others: top-dose activity change, negative = inhibition, usual class: inhibitors; actives 0.35% (n = 350,000); AID 2517;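 further: plate controls were vehicle for no effect and reference inhibitor for full effect; nearly all actives have a fitted effect of over 55% in size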
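0.75 nM APE1 + cpd, 15 min RT; start w/ 50 nM TAMRA/BHQ-2 THF-abasic dsDNA; kinetic fluor 525/598 nm ×3 reads @60 s; Δ(read3−read1); normalized to DMSO and NSC13755 control wells.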
BAZ2B inh – blocks human BAZ2B | AlphaScreen BAZ2B-H3K14Ac peptide displacement | Potency, µM (highest dose often 114 µM), for the others: at the top dose activity change, negative = inhibition, usual class: inhibitors | actives 4.4% (n = 360,000) | AID 504333; further: on the % scale 0 is the no-effect control and ±100 the full control effect; nearly all actives have a fitted effect of over 60% in size
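Inhibition is scored as reduced AlphaScreen emission. The BAZ2B/b-H3(5-23)K14Ac complex (50 nM each) in PBS pH 7.4, 0.01% Tween-20 meets compound (up to 110 uM) for 30 min at RT before bead addition.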
POLI inh – inhibitors of human DNA polymerase iota. Pol iota fluorescent replication assay, 10 min. Potency, µM (highest dose often 115 µM), for inactives: top-dose activity, negative = inhibition, usual class: inhibitors. actives 1% (n = 390,000). AID 588590
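Fluorescent replication assay read twice, at 0 min and 10 min after adding 50 nM (final) substrate. Enzyme (10 nM) and compounds were first incubated 15 min at room temperature; enzyme-free buffer wells were negative controls.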
Starred values were filed as active, the others as inactive; ? = inconclusive; · = no result given; & = joins results of further samples; [ ] = remark or other dose. The call rests on the fitted dose curve; in most records, active means well fitted curve in the direction sought with a large enough effect; inconclusive means small, poorly fitted or top-dose-only effect, or another doubt; inactive means no such curve, though single readings can be large; an effect the other way counts as inactive or inconclusive. Potency means the concentration at half of the fitted maximal effect.

| no. | Structure | G9a inh | Apoferritin bind | BLM helicase inh | POLH inh | POLK inh |
| --- | --- | --- | --- | --- | --- | --- |
| 1 | CC[C@H](C)[C@H](NC(=O)CNC(=O)[C@@H](NC(=O)[C@@H](NC(=O)[C@H](Cc1ccc(O)cc1)NC(=O)[C@H](CC(C)C)NC(=O)[C@H](C)NC(=O)[C@H](CCC(N)=O)NC(=O)CNC(=O)[C@@H]1CCCN1C(=O)CNC(=O)[C@H](Cc1ccccc1)NC(=O)[C@H](Cc1cnc[nH]1)NC(=O)[C@@H](NC(=O)CNC(=O)[C@H](CCCNC(=N)N)NC(=O)[C@H](CCCNC(=N)N)NC(=O)[C@@H](NC(=O)[C@H](CC(N)=O)NC(=O)[C@@H](N)CS)[C@@H](C)O)[C@@H](C)CC)[C@@H](C)O)[C@@H](C)O)C(=O)O | · | -2% | 5% | · | 17%[60.1 µM] |
| 2 | O=C(CSc1nnc(Cc2cc(=O)[nH]c(=O)[nH]2)n1-c1ccccc1)N1CCCCC1 | ? | -4% | 2% | -26% | -4% |
| 3 | CCOc1ccc(NC(=O)c2sc(N3CCOCC3)nc2-c2ccccc2)cc1 | -32% | -13% | -4% | -13% | -3% |
| 4 | CC(=O)Nc1cccc(NC(=O)CSc2nccn2Cc2ccc3c(c2)OCO3)c1 | 7%[59 µM] | -8% | -1% | -7% | -9%[60.1 µM] |
| 5 | CC(C)Oc1cccc(OCCN2C(=O)c3ccccc3C2=O)c1 | 28%[12.7 µM] | -21% | -12% | -13% | -2% |
| 6 | CCc1ccccc1NS(=O)(=O)c1cc2c3c(c1)CCN3C(=O)CC2 | -32% | · | · | -11% | 0% |
| 7 | NC(=O)c1cc(S(=O)(=O)NCCCc2ccccc2)cs1 | 5% | -16% | -1% | -18% | 1% |
| 8 | Cn1c(=O)c(=O)n(C)c2cc(S(=O)(=O)N3CCN(c4ccc(F)cc4)CC3)ccc21 | 3%[59 µM] | 37%&6%[activator] | -7%&0% | ? | -16%&0% |
| 9 | CN(CC(=O)N1CCN(c2cccc(Cl)c2)CC1)S(=O)(=O)c1cccs1 | -8%[59 µM] | -2% | -7% | -14% | -19% |
| 10 | CC[n+]1c(C)sc2c3ccsc3ccc21 | 1.6µM* | -15% | -1% | -10% | -15% |

| no. | Pol beta inh | APEX1 inh | BAZ2B inh | POLI inh |
| --- | --- | --- | --- | --- |
| 1 | · | -2% | · | · |
| 2 | 1% | -1% | -3% | 5% |
| 3 | -1% | 4% | -3% | -1% |
| 4 | -16% | · | -22% | -7% |
| 5 | 2% | 1% | 50%[activator] | 56%[activator] |
| 6 | · | 9% | 8% | ? |
| 7 | -1% | 13% | -18% | 9% |
| 8 | 0%&-7% | 1% | 6% | 16%&28% |
| 9 | -5% | 21% | -7% | -7% |
| 10 | -11% | 0% | · | -1% |

Next section.
| no. | Structure | G9a inh | Apoferritin bind | BLM helicase inh | POLH inh | POLK inh |
| --- | --- | --- | --- | --- | --- | --- |
| 11 | CCOC(=O)C1CCN(C(=O)COc2ccc(S(=O)(=O)NC(C)(C)C)cc2)CC1 | -4%[59 µM] | -2% | -2% | 10% | -9% |
| 12 | O=C(NCC(=O)N1CCCC(C(F)(F)F)C1)c1ccc(Oc2ccccc2)cc1 (configuration not stated) | 25% | -11% | -13% | -10% | 2% |
| 13 | Cc1ccc(NS(=O)(=O)c2ccc(C(=O)N3CCCCCC3)cc2)cc1 | -7%[12.7 µM] | · | · | -17% | -9% |
| 14 | CCOC(=O)CC(NC(=O)c1cc2cc(Br)ccc2oc1=O)c1cccc([N+](=O)[O-])c1 (configuration not stated) | -12% | -1% | 2% | -17% | -5% |
| 15 | O=C1CCCc2sccc2N1 | 7%[12.7 µM] | 3% | 0% | -8% | -1% |
| 16 | CC12CC(NC(=O)N1c1cccc(C(=O)NCc3ccccc3)c1)c1ccccc1O2 (configuration not stated) | 21% | -11% | -3% | · | · |
| 17 | Cc1ccc(-c2cc(C(=O)NCc3ccco3)c3ccccc3n2)s1 | 50µM* | 702%[activator] | -30% | ? | ? |
| 18 | CC1CCN(C(=S)NC(=O)c2ccc(C(C)(C)C)cc2)CC1 | -2% | -17% | -8% | -15% | 10% |
| 19 | O=C(c1ccco1)N1CCN(C(=O)c2cc3cc([N+](=O)[O-])ccc3oc2=O)CC1 | 50%[activator][12.7 µM] | -10% | -5% | -17% | 7% |
| 20 | COc1ccc2c(C)c(CC(=O)N3C[C@H]4C[C@@H](C3)c3cccc(=O)n3C4)c(=O)oc2c1OC | ? | -1% | 2% | -11% | 11% |

| no. | Pol beta inh | APEX1 inh | BAZ2B inh | POLI inh |
| --- | --- | --- | --- | --- |
| 11 | 0% | 17% | -6% | -2%[58.9 µM] |
| 12 | 0% | 16% | -7% | -2% |
| 13 | · | -9% | 6% | 9% |
| 14 | -1% | 19% | 3% | 14% |
| 15 | 2% | -5% | -5% | 33%[activator] |
| 16 | ? | 6% | -6% | · |
| 17 | ? | -12% | ? | ? |
| 18 | -2% | -5% | ? | ? |
| 19 | 7% | -1% | 7% | 114%[activator] |
| 20 | 17% | 24% | -21% | 7% |

In a second layout: 8 of the compounds above
no.	SMILES	G9a inh	Apoferritin bind	BLM helicase inh	POLH inh	POLK inh	Pol beta inh	APEX1 inh	BAZ2B inh	POLI inh
10	CC[n+]1c(C)sc2c3ccsc3ccc21	1.6µM*	-15%	-1%	-10%	-15%	-11%	0%	·	-1%
11	CCOC(=O)C1CCN(C(=O)COc2ccc(S(=O)(=O)NC(C)(C)C)cc2)CC1	-4%[59 µM]	-2%	-2%	10%	-9%	0%	17%	-6%	-2%[58.9 µM]
12	O=C(NCC(=O)N1CCCC(C(F)(F)F)C1)c1ccc(Oc2ccccc2)cc1 (configuration not stated)	25%	-11%	-13%	-10%	2%	0%	16%	-7%	-2%
13	Cc1ccc(NS(=O)(=O)c2ccc(C(=O)N3CCCCCC3)cc2)cc1	-7%[12.7 µM]	·	·	-17%	-9%	·	-9%	6%	9%
14	CCOC(=O)CC(NC(=O)c1cc2cc(Br)ccc2oc1=O)c1cccc([N+](=O)[O-])c1 (configuration not stated)	-12%	-1%	2%	-17%	-5%	-1%	19%	3%	14%
15	O=C1CCCc2sccc2N1	7%[12.7 µM]	3%	0%	-8%	-1%	2%	-5%	-5%	33%[activator]
16	CC12CC(NC(=O)N1c1cccc(C(=O)NCc3ccccc3)c1)c1ccccc1O2 (configuration not stated)	21%	-11%	-3%	·	·	?	6%	-6%	·
17	Cc1ccc(-c2cc(C(=O)NCc3ccco3)c3ccccc3n2)s1	50µM*	702%[activator]	-30%	?	?	?	-12%	?	?

Later entries:
| no. | Structure | G9a inh | Apoferritin bind | BLM helicase inh | POLH inh | POLK inh |
| --- | --- | --- | --- | --- | --- | --- |
| 21 | CCOc1ccc2oc(C(=O)N3CCCN(C)CC3)c(C)c2c1 | · | · | · | -9% | -3% |
| 22 | Cc1ccc(-n2c(SCC(=O)Nc3ccc4c(c3)OCCO4)nnc2-c2ccco2)cc1 | -46%[59 µM] | -14% | 2% | -14% | -18% |
| 23 | O=C(NCCN1CCOCC1)C1CC(=O)N(c2ccc(F)cc2)C1 (configuration not stated) | 15%[59 µM] | -9% | -1% | -13% | 10% |
| 24 | COc1ccc(C(=O)NC(=S)NCc2ccccc2)cc1OC | · | -18% | -13% | -15% | -15% |
| 25 | CC(=O)c1sc2nc(-c3ccco3)ccc2c1N | · | 87%[activator] | ? | 28µM* | 79µM* |
| 26 | Nc1ncnc2[nH]c(=O)[nH]c12 | · | -2% | -3% | · | -1%[60.1 µM] |
| 27 | CCOC(=O)[C@@H]1[C@H]2COc3ccc(Br)cc3[C@@H]2N2C(=O)N(c3ccccc3)C(=O)[C@@]12C | ? | -13% | -6% | -13% | -15% |
| 28 | C/C(CC(=O)NC(C)c1ccccc1)=N\NC(N)=S (configuration not stated) | 0% | -13% | -2% | -27% | 5% |
| 29 | CC(=O)NNC(=S)Nc1cc(S(=O)(=O)N(C)C)ccc1C | 4%[59 µM] | 0% | -5% | -17% | -3% |
| 30 | COc1cc2c3c(c1OC)C1(C=CC(=NNC(N)=O)C=C1)CC3N(C(C)=O)CC2 (configuration not stated) | 1% | -3% | -1% | 4% | -3% |
| 31 | Cc1ccc(NC(=O)CN(C)C(=O)Cc2ccc(Cl)c(Cl)c2)cc1 | 20% | -8% | -5% | -14% | -4% |
| 32 | CCc1nnc(NC(=O)CSc2nnc(C3CCCCC3)n2-c2ccccc2)s1 | -12%[59 µM] | ? | -2% | 6% | 3% |
| 33 | Cc1ccccc1N1CCN(C2CCCN(C(=O)CCn3cnnn3)C2)CC1 (configuration not stated) | 34% | -5% | 2% | -8% | -17% |

| no. | Pol beta inh | APEX1 inh | BAZ2B inh | POLI inh |
| --- | --- | --- | --- | --- |
| 21 | · | 3% | · | 10% |
| 22 | 2% | -3% | ? | -7% |
| 23 | 80% | 18%[12.4 µM] | 10% | 13% |
| 24 | -4% | 20% | ? | 34%[activator] |
| 25 | 13µM* | 3.2µM* | 50µM* | 5µM* |
| 26 | · | 3% | · | · |
| 27 | -1% | -1% | -22% | -12% |
| 28 | -1% | -2% | 5% | 55%[activator] |
| 29 | 22% | 5% | -16% | 5% |
| 30 | 17% | 4% | 0% | 1% |
| 31 | -2% | 40% | -1% | 12% |
| 32 | 39% | 2% | · | 18% |
| 33 | 35µM* | 4% | -2% | -13% |

Screens (PubChem BioAssay)

Some of the compounds tested; rates above refer to the full screens.
